# Tau FP inhib = blocks human tau fibril formation measured by polarization. K18 P301L tau heparin fibrillization, Alexa594 FP, 6 h. Potency, µM (titrated, usually from 57.7 µM), without a hit: at the top dose activity, negative = inhibition, most hits filed as inhibitors. actives 0.39% (n = 280,000). AID 1468; also: % is scaled to controls: 0 for no effect and ±100 for the full control effect; nearly all actives have a fitted effect of over 55% in size
# Target sequence (P10636 561-689 P618L limits assumed): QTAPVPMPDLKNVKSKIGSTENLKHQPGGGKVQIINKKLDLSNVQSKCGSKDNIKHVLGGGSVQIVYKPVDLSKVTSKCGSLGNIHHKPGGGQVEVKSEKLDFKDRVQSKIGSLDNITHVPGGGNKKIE
#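 FP of Alexa 594-tau after heparin (20 uM) induction. Substrate: human K18 P301L, 15 uM unlabeled, 0.24 uM labeled. Buffer 100 mM sodium acetate pH 7. 6 hr, 37 C.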
# Tau fluor counter = counter-screen for tau fibril formation inhibitors. tau K18 P301L Alexa594 fluorescence, heparin fibrillization. Potency, µM (top dose mostly 57.7 µM), without a hit: at the highest dose activity change, negative = decrease. actives 0.93% (n = 280,000); also: % is scaled to controls: 0 for no effect and ±100 for the full control effect; nearly all actives have a fitted effect of over 55% in size
#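 Human tau K18 P301L (15 uM unlabeled, 0.24 uM Alexa 594-labeled) in 100 mM sodium acetate pH 7 with 20 uM heparin, 6 hr at 37 C. ThT 30 uM added, 1 hr ambient; Alexa 594 FP and total fluorescence read at 555/632 nm.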
# ALDH1A1 inh = blocks purified human ALDH1A1 activity. P00352. Purified ALDH1A1, NADH fluorescence, propionaldehyde substrate. Potency, µM (titrated, usually from 75.3 µM), for the others: at the highest dose activity, negative = inhibition, usual class: inhibitors. actives 7.3% (n = 220,000); active = well fitted inhibition curve with a large enough effect, not every such curve was filed as active; inconclusive = small, poorly fitted or top-dose-only effect, or another doubt; inactive = no such curve, though single readings can be large or run the other way;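 also: plate controls were no enzyme wells and a reference inhibitor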
# Target sequence (P00352 whole entry, looked up): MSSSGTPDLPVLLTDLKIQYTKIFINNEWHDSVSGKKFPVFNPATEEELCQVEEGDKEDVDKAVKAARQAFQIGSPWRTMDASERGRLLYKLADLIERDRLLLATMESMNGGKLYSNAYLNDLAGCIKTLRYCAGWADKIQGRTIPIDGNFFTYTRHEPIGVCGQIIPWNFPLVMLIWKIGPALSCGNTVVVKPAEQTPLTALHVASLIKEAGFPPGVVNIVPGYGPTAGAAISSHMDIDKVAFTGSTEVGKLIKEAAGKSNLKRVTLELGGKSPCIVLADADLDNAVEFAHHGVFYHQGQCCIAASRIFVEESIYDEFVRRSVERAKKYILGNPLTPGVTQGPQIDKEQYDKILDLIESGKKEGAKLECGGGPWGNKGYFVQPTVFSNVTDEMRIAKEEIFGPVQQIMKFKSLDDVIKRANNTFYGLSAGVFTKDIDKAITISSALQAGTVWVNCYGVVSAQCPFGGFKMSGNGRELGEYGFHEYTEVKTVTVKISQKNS
# Tau fibril ThT = inhibitors of human tau fibril formation, thioflavin T binding; recombinant tau K18 P301L, heparin-induced fibrillization, ThT fluorescence; Potency, µM (top dose mostly 57.4 µM), without a hit: at the top dose activity, negative = inhibition, usual class: inhibitors; actives 2.1% (n = 270,000); also: % is scaled to controls: 0 for no effect and ±100 for the full control effect; nearly all actives have a fitted effect of over 55% in size
#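 ThT emission at 510 nm, taken 1 hr after adding 30 uM dye, quantifies aggregates formed when 20 uM heparin acts on human tau K18 P301L for 6 hr at 37 C.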
# SMN2 splice enh = increases expression of the SMN2 splice variant | HEK293 SMN2-luciferase splicing reporter, luminescence, 30-36 h | Potency, µM (top dose mostly 46.1 µM), for inactives: at the highest dose activity change, positive = activation, usual class: activators | actives 2.8% (n = 210,000) | AID 1458; also: % of control where 0% means no effect; nearly all actives have a fitted effect of over 55% in size
#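 HEK293 cells carry an SMN2 […]–luciferase reporter in which exon 7 inclusion puts luciferase in frame. Cells were plated 10-12 h before compound addition, then incubated 30-36 h at 37C. ONE-Glo luminescence was read; sodium butyrate at 4.5 mM final served as control.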
# HTT aggregate = inhibitors of mutant huntingtin aggregate formation in PC12 cells. PC12 HttQ103-GFP aggregates, Acumen cytometry, 40 h. AID 1688. Potency, µM (doses to about 46.1 µM), inactives show top-dose activity change, negative = inhibition, hits mostly inhibitors. actives 1.1% (n = 220,000); also: % is scaled to controls: 0 for no effect and ±100 for the full control effect; nearly all actives have a fitted effect of over 60% in size
#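 PC12/HTTQ103-GFP, ecdysone-inducible; teb 100 nM; cpd qHTS titration; GFP aggregates read on laser cytometer, Ex 488/Em 500-530 nm.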
# KDM4E inh = blocks human JMJD2E demethylase activity. B2RXH2. JMJD2E catalytic domain, FDH-coupled NADH fluorescence (FDH is formaldehyde dehydrogenase). Potency, µM (series often up to 57.1 µM), for inactives: at the highest dose activity change, negative = inhibition, usual class: inhibitors. actives 1.6% (n = 230,000). AID 2147; active = well fitted inhibition curve with a large enough effect, not every such curve was filed as active; inconclusive = small, poorly fitted or top-dose-only effect, or another doubt; inactive = no such curve, though single readings can be large or run the other way;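 also: 0% = wells with enzyme and -100% = buffer wells without enzyme; nearly all actives have a fitted effect of over 50% in size; many of its hits are not listed in these tables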
# Target sequence (B2RXH2 1-337 limits assumed): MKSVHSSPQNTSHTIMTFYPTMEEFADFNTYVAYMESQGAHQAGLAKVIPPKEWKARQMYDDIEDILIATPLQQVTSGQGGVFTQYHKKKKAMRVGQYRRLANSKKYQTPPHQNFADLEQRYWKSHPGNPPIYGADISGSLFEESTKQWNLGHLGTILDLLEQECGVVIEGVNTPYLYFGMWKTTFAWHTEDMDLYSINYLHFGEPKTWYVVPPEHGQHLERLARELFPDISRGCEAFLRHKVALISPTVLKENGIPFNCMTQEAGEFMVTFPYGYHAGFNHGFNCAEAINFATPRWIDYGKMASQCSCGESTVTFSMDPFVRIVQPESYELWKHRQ
# HTT ATP protect = Huntington cell model cytoprotection by ATP luminescence; PC12 HTT-Q103 induced, cytoprotection, ATP luminescence, 40 h; Potency, µM (top dose mostly 56.4 µM), inactives show cytoprotection (ATP increase), usual class: activators; actives 0.14% (n = 230,000); AID 1471;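 also: % of control where 0% means no effect; nearly all actives have a fitted effect of over 45% in size; toxic huntingtin expression switched on by the ecdysone agonist tebufenozide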
#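 Quantitative HTS on tebufenozide-induced (100 nM) PC12 cells expressing HTTQ103 exon 1–GFP; compounds tested as a concentration series; survival measured via cellular ATP.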
# * hit, by the source's call; ? = inconclusive; . = not tested or not shown; [ ] = another dose, or the depositor's remark. Unless noted, calls follow the shape of the dose curve; as a rule, active = well fitted curve in the direction sought with a large enough effect; inconclusive = small, poorly fitted or top-dose-only effect, or another doubt; inactive = no such curve, though single readings can be large; an effect the other way counts as inactive or inconclusive. Potency is read from the fitted curve at half-maximal effect.
# Order of results – SMN2 splice enh | Tau FP inhib | HTT aggregate | KDM4E inh | Tau fluor counter | ALDH1A1 inh | HTT ATP protect | Tau fibril ThT
CCc1ccccc1N(C)C(=O)c1ccc2c(=O)n3c(nc2c1)CCCCC3
→ -3% | -2% | . | . | 5% | . | . | 5%
Cc1[nH]nc(-c2ccc(O)c(C)c2O)c1Oc1ccccc1
→ -1% | 18% | 6% | ? | ? | 1% | 11%[10 µM] | ?
COc1ccc2nc3sc(C(=O)N4CCN(C)CC4)cc3cc2c1
→ 27% | -2% | 1% | ? | -3% | ? | -19% | 1%
CC(C)(C)N/N=C/c1c(O)n(-c2ccc(Cl)cn2)c(=O)c2ccccc12
→ -19% | 6% | -12% | ? | 0% | -17% | 45%[0.074 µM] | -13%
COc1cccc(/C=C/C(=O)c2ccc[nH]2)c1
→ ? | 4% | 5%[9.22 µM] | 5% | -12% | -14% | -31% | ?
Cc1nc(NCc2ccco2)nc2c1C(=O)CC(C)C2 (stereo unspecified)
→ -1% | -5% | -22% | 7% | 1% | ? | -1% | -2%
CCCc1ncc(C(O)c2cccc3ccccc23)n1C (stereo unspecified)
→ -26% | -1% | -13% | 14% | -3% | 7% | -11% | 0%
Cc1c(C(=O)N2CCCCC2)sc(NC(=O)C(C)C)c1C#N
→ 9% | 6% | 8% | 6% | 4% | 3% | 14% | 5%
Cc1cccc(NC(=O)COc2cccc3c2CCN(C)C3=O)c1
→ -40%[inhibitor] | 4% | -13% | 5% | -9% | ? | -32% | -7%
Cc1ccc(NC(=O)CN2C(=O)CN(C)C2=O)cc1S(=O)(=O)N1CCCCC1
→ -13% | 2% | -19% | -4% | -13% | -1% | -38%[inhibitor] | -7%
Cc1ccccc1CN1C(=O)Nc2ccccc2C(=O)N1C(C)(C)C
→ 27% | 6% | -6% | 2% | -10% | 20% | 5% | -7%
COC(=O)C1CCN(C(c2cccs2)c2sc3nc(C)nn3c2O)CC1 (stereo unspecified)
→ 9% | -10% | -5% | 8% | 0% | 2% | 5%[10 µM] | -2%
COc1cccc(Nc2nc(NCCO)c3ccccc3n2)c1
→ -24% | 4% | 8.9µM* | ? | -13% | 15% | -55%[inhibitor] | 0%
CCNc1nc(NCC)nc(SCC(C)=O)n1
→ -5% | -10% | ? | 6% | -6% | 7% | -12% | -4%
Cc1onc(-c2c(Cl)cccc2Cl)c1C(=O)ONC(=O)c1cc(C(F)(F)F)cc(C(F)(F)F)c1
→ . | -3% | -11%[9.22 µM] | -2% | -14% | -3% | -3%[10 µM] | -10%
CC1(C(=O)NCc2cccnc2)CCC(=O)N1CCc1ccccc1 (stereo unspecified)
→ -8% | -2% | -10% | -1% | -4% | 10% | -4% | 2%
C(=N\Nc1ncnc2nc[nH]c12)/c1cccs1
→ 35µM* | 4% | ? | ? | -1% | ? | . | -2%
CCCn1c(NC(=O)c2ccc(C)cc2)nc2ccccc21
→ ? | -2% | ? | ? | -4% | 0% | -8% | 0%
CO/N=C/C(C#N)=C/c1cc(C(=O)c2ccc(F)cc2)cn1C
→ 29% | -9% | 8% | 4% | -6% | 5% | -32%[inhibitor] | -5%
Cc1cccc(NC(=S)N(C)C2(c3ccccc3Cl)CCCCC2=O)c1 (stereo unspecified)
→ ? | -5% | ? | -3% | -16% | 12% | -30% | -12%

# Part of the list above, field by field.
CCNc1nc(NCC)nc(SCC(C)=O)n1
  SMN2 splice enh = -5%	Tau FP inhib = -10%	HTT aggregate = ?	KDM4E inh = 6%	Tau fluor counter = -6%	ALDH1A1 inh = 7%	HTT ATP protect = -12%	Tau fibril ThT = -4%

CO/N=C/C(C#N)=C/c1cc(C(=O)c2ccc(F)cc2)cn1C
  SMN2 splice enh = 29%	Tau FP inhib = -9%	HTT aggregate = 8%	KDM4E inh = 4%	Tau fluor counter = -6%	ALDH1A1 inh = 5%	HTT ATP protect = -32%[inhibitor]	Tau fibril ThT = -5%

CCc1ccccc1N(C)C(=O)c1ccc2c(=O)n3c(nc2c1)CCCCC3
  SMN2 splice enh = -3%	Tau FP inhib = -2%	HTT aggregate = .	KDM4E inh = .	Tau fluor counter = 5%	ALDH1A1 inh = .	HTT ATP protect = .	Tau fibril ThT = 5%

Cc1cccc(NC(=S)N(C)C2(c3ccccc3Cl)CCCCC2=O)c1 (stereo unspecified)
  SMN2 splice enh = ?	Tau FP inhib = -5%	HTT aggregate = ?	KDM4E inh = -3%	Tau fluor counter = -16%	ALDH1A1 inh = 12%	HTT ATP protect = -30%	Tau fibril ThT = -12%

# Back to the main list, starting 2 compounds before the break.
# Order of results – SMN2 splice enh | Tau FP inhib | HTT aggregate | KDM4E inh | Tau fluor counter | ALDH1A1 inh | HTT ATP protect | Tau fibril ThT
CO/N=C/C(C#N)=C/c1cc(C(=O)c2ccc(F)cc2)cn1C
→ 29% | -9% | 8% | 4% | -6% | 5% | -32%[inhibitor] | -5%
Cc1cccc(NC(=S)N(C)C2(c3ccccc3Cl)CCCCC2=O)c1 (stereo unspecified)
→ ? | -5% | ? | -3% | -16% | 12% | -30% | -12%
CCc1cc(C(=O)N2CCc3c([nH]c4ccccc34)C2c2ccc(OC)cc2F)no1 (stereo unspecified)
→ . | 3% | 1%[9.22 µM] | -3% | -2% | ? | -23%[10 µM] | 2%
C(#Cc1ccccc1)CN1CCCCC1
→ . | 7% | 4%[9.22 µM] | 0% | 9% | 9% | -9%[10 µM] | 3%
COc1cc2c(cc1OC)C(C)N(C(=O)C1COc3ccccc3O1)CC2 (stereo unspecified)
→ ? | 1% | -14% | -2% | -6% | 6% | -11% | -5%
CCCNS(=O)(=O)c1ccc(CCC(=O)NCCc2ccc(OC)c(OC)c2)cc1
→ . | 4% | -17%[9.22 µM] | 0% | -3% | ? | -12%[10 µM] | -1%
CCOC(=O)C1(Cc2ccc(OC)cc2)CCN(C(=O)c2cncs2)CC1
→ . | -2% | 0%[9.22 µM] | 2% | 7% | ? | 11%[10 µM] | 3%
CCOC(=O)c1c(CSc2ccccc2)n(C)c2ccc(O)c(CN3CCOCC3)c12
→ -12% | 5% | 4% | -2% | -25% | -13% | -28% | ?
CCOC(=O)C1Cc2cc3c(cc2C1=O)CC(C(=O)OCC)C3=O (stereo unspecified)
→ 5% | 0% | -11% | ? | -21% | ? | -5% | ?
CCOc1ccccc1CNC(=O)c1cc2occc2n1C
→ -3% | -7% | -14% | -2% | -12% | ? | 5%[10 µM] | ?
CC(=O)c1ccccc1OC(=O)c1ccc([N+](=O)[O-])o1
→ . | ? | -1%[9.22 µM] | -5% | -23% | . | -8%[10 µM] | 7.9µM*
COc1ccccc1C(c1nnnn1CS(=O)(=O)c1ccc(C)cc1)N1CCSCC1 (stereo unspecified)
→ -11% | -5% | -1% | -11% | -13% | -2% | 17% | -5%
CNC(=O)c1c(NC(=O)c2cccc(N3C(=O)CCC3=O)c2)sc2c1CCC2
→ . | -1% | -7%[9.22 µM] | ? | -2% | . | -2%[10 µM] | .
CCO/C=N/c1c(C#N)c2c(c(=S)n1C)COC(C)(C)C2
→ 25% | -8% | 9% | -2% | -5% | 1% | 4% | -7%
CS(=O)(=O)N(CC(=O)N1CCN(c2ccccc2F)CC1)c1ccc2c(c1)OCCO2
→ -2% | -1% | -7% | -1% | -3% | 8% | 3% | -6%
CC(=O)Cc1nsc(NC(=O)c2ccccc2)n1
→ 3% | -4% | -2% | 10% | -12% | 1% | 9%[4.97 µM] | -14%
c1ccc2c(c1)CCN(C1=Nc3cccc4cccc1c34)C2
→ 16µM* | -14% | -31% | ? | -14% | -9% | -9%[10 µM] | 16µM*
CCn1c(COc2ccc(C)cc2)nnc1SCC(=O)NCc1ccco1
→ 6% | 0% | 7%[9.22 µM] | -15% | -9% | 6% | 15%[10 µM] | -18%
COc1cc(O)c(C(CCN2CCN(c3ccccc3)CC2)c2cc(OC)c(OC)c(OC)c2)c(OC)c1 (stereo unspecified)
→ . | 6% | -22%[9.22 µM] | 15% | ? | . | -30%[10 µM] | ?
Cc1ccc(C2CC2C(=O)NN)cc1 (stereo unspecified)
→ -7% | 4% | -8% | 25% | 7% | 14µM* | 10% | -7%
Cc1ccc(-n2c(C)nc3c(cnn3-c3ccccc3C)c2=O)cc1F
→ -6% | -6% | . | . | -7% | . | . | -3%
O=c1cc(CSc2ccccc2)[nH]c(=S)[nH]1
→ 0% | 4% | 7% | 11% | 4% | 28µM* | 3% | -1%
OCCCCCNc1ncnc2ccccc12
→ -105%[inhibitor] | ? | 7.9µM* | ? | 6% | -2% | 29%[10 µM] | -2%
CCCc1cc(C(N)=O)c(NC(=O)C2CCCO2)s1 (stereo unspecified)
→ 4% | -11% | -3% | -28% | -10% | 14µM* | -12%[10 µM] | ?
CC1=CCC2(CO)COC(c3ccccc3O)C1C2 (stereo unspecified)
→ -14% | -3% | -20% | 13% | -11% | ? | 6% | -16%
c1ccc(-c2ccc(C3=Nn4c(Cn5nnc6ccccc65)nnc4SC3)cc2)cc1
→ -21% | -7% | 27% | -9% | -18% | 28µM* | -42%[inhibitor] | ?
COC(=O)CSc1nnc(CNC(=O)c2ccccc2OC)n1-c1ccc(OC)cc1
→ -3% | 7% | 0% | -1% | -8% | 1% | 6% | -8%
O=[N+]([O-])c1ccc(Oc2cccnc2)nc1
→ . | -2% | 11%[9.22 µM] | -2% | 4% | 7% | 15%[10 µM] | 0%
COc1cc(C(CCN2CCCC(C)C2)c2c(OC)cc(OC)c3c(-c4ccccc4)cc(=O)oc23)cc(OC)c1OC (stereo unspecified)
→ . | 2% | -20%[9.22 µM] | 4% | -5% | . | 1%[10 µM] | -5%
CCNc1nc(N)nc(Oc2ccc(OCCOc3ccccc3)nn2)n1
→ . | -4% | -8% | 7% | 9% | 2% | 4% | -1%
CCN(CC)S(=O)(=O)c1ccc(Cl)c(NC(=O)c2cc(Cl)cc(Cl)c2)c1
→ -1% | -7% | 30% | -7% | -5% | 17% | -2%[10 µM] | -2%
CCOC(=O)CC(Nc1nc(N2CCOCC2)nc(N2CCOCC2)n1)c1ccccc1Cl (stereo unspecified)
→ -22% | -3% | 7% | -3% | -11% | 10% | -25% | -12%
COc1ccc(NC(=O)NS(=O)(=O)c2ccc(C)cc2)c(OC)c1
→ -3% | -4% | 0% | ? | -25% | ? | -11%[10 µM] | ?
N#Cc1ccc(-c2csc(NC(=O)/C=C/c3cccs3)n2)cc1
→ -23% | -6% | -8% | -10% | -23% | -12% | . | ?

# Source: PubChem (National Center for Advancing Translational Sciences (NCATS))

# This is a subset, so the mix of outcomes need not match the whole.
